From PubChem
PGK inhibitor: inhibitors of T. brucei phosphoglycerate kinase. P07378. PGK/GAPDH coupled, Kinase-Glo luminescence, 60 min. Potency, µM (highest dose often 57.5 µM), for the others: at the highest dose activity change, negative = inhibition, hits mostly inhibitors. 380,000 tested, 0.043% active; note: potency is the fitted concentration of half-maximal effect; % is set by controls: 0 for no effect and ±100 for the full control effect; nearly all actives have a fitted effect of over 60% in size
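Luminescent ATP detection (Kinase-Glo Plus) follows a 60-minute room-temperature incubation, with wells lacking PGK as controls. Buffer: 100 mM TEA (pH 7.6), 5 mM MgCl2, 0.01% Tween-20. Coupling enzyme GAPDH (100 nM final) supplies unstable 1,3-BPG in-well.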
Pin1 inhibitor: inhibitors of human Pin1 | Potency, µM (doses to about 115 µM), inactives show top-dose activity, negative = inhibition, usual class: inhibitors | 390,000 tested, 0.009% active | Pin1 FP peptide displacement, HiFluor488, 10 min | AID 504891; active = well fitted inhibition curve with a large enough effect in the polarisation, with a control signal flat, not every such curve was filed as active; inconclusive = small, poorly fitted or top-dose-only effect, or effect the other way, or a change in a side signal; inactive = no such curve, though single readings can be large or run the other way; the % refers to the polarisation; note: potency is the fitted concentration of half-maximal effect; % is set by controls: 0 for no effect and ±100 for the full control effect
Target sequence (Q13526 whole entry, looked up): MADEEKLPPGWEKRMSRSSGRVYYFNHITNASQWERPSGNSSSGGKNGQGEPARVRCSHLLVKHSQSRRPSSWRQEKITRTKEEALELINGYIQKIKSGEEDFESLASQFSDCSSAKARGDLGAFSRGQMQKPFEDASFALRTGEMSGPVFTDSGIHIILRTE
GLS inhibitor: inhibitors of human glutaminase (GLS); GLS enzymatic activity, qHTS titration; Potency, µM (series often up to 45.5 µM), for inactives: at the top dose activity change, negative = inhibition, actives largely listed as inhibitors; 410,000 tested, 0.21% active; AID 624170; note: potency is the fitted concentration of half-maximal effect; % is set by controls: 0 for no effect and ±100 for the full control effect
Target sequence (O94925 whole entry, looked up): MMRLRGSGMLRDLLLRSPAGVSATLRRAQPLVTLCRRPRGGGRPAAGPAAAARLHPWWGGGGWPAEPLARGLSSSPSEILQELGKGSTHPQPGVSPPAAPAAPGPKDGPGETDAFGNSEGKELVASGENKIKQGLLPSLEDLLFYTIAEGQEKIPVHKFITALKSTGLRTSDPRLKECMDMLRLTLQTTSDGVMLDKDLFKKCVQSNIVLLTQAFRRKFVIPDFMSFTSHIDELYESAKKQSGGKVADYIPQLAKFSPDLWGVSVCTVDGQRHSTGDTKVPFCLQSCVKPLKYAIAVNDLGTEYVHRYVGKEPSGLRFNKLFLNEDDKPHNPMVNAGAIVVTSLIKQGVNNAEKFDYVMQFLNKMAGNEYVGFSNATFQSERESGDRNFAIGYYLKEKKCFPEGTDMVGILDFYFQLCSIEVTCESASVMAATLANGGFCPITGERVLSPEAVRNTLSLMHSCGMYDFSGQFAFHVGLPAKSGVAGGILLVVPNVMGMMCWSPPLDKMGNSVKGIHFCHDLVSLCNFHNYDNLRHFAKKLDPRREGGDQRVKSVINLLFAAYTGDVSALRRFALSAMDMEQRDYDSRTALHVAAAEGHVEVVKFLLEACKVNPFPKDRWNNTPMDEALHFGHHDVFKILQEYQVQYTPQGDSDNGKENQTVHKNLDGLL
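Two-point fluorescence kinetic (t0, 30 min RT) for hKGA; glutamate detected via glutamate oxidase–HRP–Amplex Red. Substrate: 1 mM L-glutamine solution; buffer 45 mM KH2PO4, pH 8.2.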
mIDH1 inhibitor: blocks human mutant IDH1 R132H enzyme; AID 602179; 390,000 tested, 0.093% active; IDH1-R132H enzyme, NADPH consumption, diaphorase/resazurin fluorescence; O75874; Potency, µM (highest dose often 76.6 µM), for inactives: at the top dose activity change, negative = inhibition, actives largely listed as inhibitors; note: potency is the fitted concentration of half-maximal effect; % is set by controls: 0 for no effect and ±100 for the full control effect; nearly all actives have a fitted effect of over 65% in size
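IDH1-R132H (0.5 ug/mL) preincubated 30 min with compound, then NADPH (0.016 mM) and alpha-KG (2 mM) added; 80 min at RT, pH 7.5. Remaining NADPH coupled via diaphorase/resazurin to fluorescence (540/590 nm); concentration-response curves normalized to no-enzyme control.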
USP1-UAF1 inh: USP1/UAF1 (human) deubiquitinase inhibition; recombinant USP1/UAF1, Ub-Rhodamine cleavage fluorescence; Potency, µM (series often up to 57.1 µM), inactives show at the highest dose activity change, negative = inhibition, hits mostly inhibitors; 390,000 tested, 0.23% active; AID 743255; note: potency is the fitted concentration of half-maximal effect; % is set by controls: 0 for no effect and ±100 for the full control effect; nearly all actives have a fitted effect of over 60% in size; inactives centre near -12
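1 nM enzyme complex + cpd, 15 min RT; start with Ub-Rho 150nM final; kinetic fluorescence ex 480/em 540, 6 reads q60 s. Buffer 50mM HEPES pH 7.8, 0.5mM EDTA, 0.1 mg/ml BSA, 1mM TCEP, 0.01% Tween-20.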
PI4K2A inh: PI4K2A (human) kinase inhibition; purified PI4K2A, ADP-Glo luminescence, 1 h; hits give low values; Q9BTU6; AID 1346378; 420,000 tested, 0.13% active; activity change, negative = inhibition, % at 76.9 µM; in the data active = activity change below about -50%; inconclusive = mostly about -30% to -49%;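 note: -100% = wells without enzyme as full effect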
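PI4K2A activity was measured by ADP-Glo luminescence: enzyme (4 ug/mL stock) and phosphatidylinositol (1.2 mM stock) in Tris pH 7.5/MgCl2/EGTA/Triton X-100 buffer were reacted with ATP (300 microM stock) for one hour at ambient temperature.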
TrxR1 inh: blocks rat thioredoxin reductase 1; O89049; recombinant rTrxR1, NADPH fluorescence consumption, selenite substrate; Potency, µM (highest dose often 114 µM), for inactives: at the highest dose activity change, negative = inhibition, actives largely listed as inhibitors; 390,000 tested, 1% active; AID 588453; note: potency is the fitted concentration of half-maximal effect; % is set by controls: 0 for no effect and ±100 for the full control effect; nearly all actives have a fitted effect of over 65% in size
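Rat TrxR1 (90 nM in the dispensed reagent) was pre-reduced with 400 uM NADPH for 5 min at room temperature, then incubated with compound for 15 min. After 400 uM selenite was added, NADPH fluorescence (Ex 340/Em 450 nm) was followed for 8 min.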
HP1b chromo inh: HP1-beta chromodomain-methylated histone interaction inhibition | AlphaScreen HP1-beta / biotin-H3K9me3 peptide binding | AID 540317 | 390,000 tested, 0.56% active | Potency, µM (top dose mostly 114 µM), for the others: at the top dose activity change, negative = inhibition, actives largely listed as inhibitors; note: potency is the fitted concentration of half-maximal effect; nearly all actives have a fitted effect of over 70% in size; inactives centre near 23
Target sequence (P83916 whole entry, looked up): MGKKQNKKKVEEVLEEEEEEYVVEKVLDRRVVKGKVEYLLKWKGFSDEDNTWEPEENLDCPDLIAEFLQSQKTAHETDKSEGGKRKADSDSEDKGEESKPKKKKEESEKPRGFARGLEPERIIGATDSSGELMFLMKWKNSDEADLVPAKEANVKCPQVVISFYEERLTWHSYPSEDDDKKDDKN
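AlphaScreen: HP1-beta (50 nM) preformed 30 min with biotin-H3(1-18)K9me3 peptide (50 nM) in PBS pH 7.4, 0.01% Tween-20. Compound added for 30 min at RT, then streptavidin donor/nickel chelate acceptor beads (10 ug/mL) for 30 min.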
TrxR1 substrate: substrates of rat thioredoxin reductase 1; O89049; purified TrxR1 substrate turnover, NADPH consumption readout; Potency, µM (series often up to 114 µM), inactives show at the top dose activity change, negative = substrate turnover; 390,000 tested, 0.01% active; AID 588456; note: potency is the fitted concentration of half-maximal effect; % is set by controls: 0 for no effect and ±100 for the full control effect; nearly all actives have a fitted effect of over 50% in size
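Rat TrxR1, dispensed at 90 nM, was prereduced with 400 uM NADPH (final) for 5 min at ~22 deg C, then incubated with compound 15 min before 400 uM selenite. A first-read NADPH fluorescence drop versus no-compound background flagged substrates.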
* marks the source's active call; other numbers are inactive results; i = inactive; ? = inconclusive; . = no result given; [ ] = remark or other dose. Unless noted, calls come from the whole dose curve; as a rule, active = well fitted curve in the direction sought with a large enough effect; inconclusive = small, poorly fitted or top-dose-only effect, or another doubt; inactive = no such curve, though single readings can be large; an effect the other way counts as inactive or inconclusive. Only part of the results is shown; rates above refer to the full screens.

Molecule	PGK inhibitor	Pin1 inhibitor	GLS inhibitor	mIDH1 inhibitor	USP1-UAF1 inh	PI4K2A inh	TrxR1 inh	HP1b chromo inh	TrxR1 substrate
Cc1noc(C)c1C(=O)OC(C)C(=O)Nc1ccc(C(N)=O)cc1 (configuration not stated)	-1%	0%	1%	4%	-8%	-2	30%	22%	3%
Cc1ccc(OCC(=O)c2c[nH]c3ccccc23)c([N+](=O)[O-])n1	-1%	-3%	1%	10%	-23%	-2	-12%	41%[activator]	-2%
CC1(C)Cc2c(sc(/N=C/N3CCCCC3)c2C#N)C(C)(C)N1	-10%	2%	-7%	3%	-14%	-2	0%[57.1 µM]	16%	1%[57.1 µM]
CCN=C1SC(C(=O)Nc2ccccc2)CC(=O)N1CC (configuration not stated)	3%	-3%	-4%	0%	-6%	-2	-5%	22%	3%
COc1cccc(OCc2cc(/C=N/n3cncn3)ccc2OC)c1	2%	12%	0%	16%	-18%	2	18%	-23%	4%
COc1ccc(NC(=O)CSc2nnc(CNC(=O)COc3ccc(Cl)cc3)o2)cc1	7%	13%	-3%	-5%	-10%	-5	14%	43%[activator]	5%
Cc1noc(C)c1CSCC(=O)N(C)CC(=O)Nc1ccc(Cl)cc1	-13%	-11%	-1%	22%	-21%	-17	12%	22%	4%
c1ccc(COc2ccc(OCCCCN3CCCCC3)cc2)cc1	i	-3%	-1%	0%	-18%	10	-6%	-38%	-4%
COc1cc(/C=N/NC(=O)c2ccc(CN3C(=O)c4cccc5cccc3c45)cc2)cc(OC)c1O	0%	-2%	-9%	11%	-10%	5	0%	36%	0%
COc1ccc(CCNC(=O)CSc2nc(C)cs2)cc1	4%	0%	8%	2%	-3%	3	-12%	26%	-12%
O=C(c1cc2cc(F)ccc2[nH]1)N1CCN(c2ccc(F)cc2)CC1	i	-9%	-3%	0%	-20%	0	22%	29%	36%[activator]
O=C(c1cc(C2CC2)nn1-c1ccccc1)N1CCN(S(=O)(=O)c2ccccc2)CC1	-6%	12%	4%	2%	-8%	-5	31%[activator]	0%	11%
CCc1nnc(SCC(=O)Nc2ccc3ccccc3c2)n1N	-3%	1%	-2%	-6%	-7%	-4	27%	-2%	8%
O=C(COc1ncnc2ccccc12)NCCc1ccccc1	8%	-1%	-3%	1%	2%	-4	11%[57.1 µM]	24%	4%[57.1 µM]
CCOc1ccc(C2=CS/C(=C(\C#N)c3nnc4n3CCCCC4)N2CC)cc1	.	0%	-5%	3%	2%	10	4%	7%	-8%
CCN1CCN(C(=S)Nc2cccc([N+](=O)[O-])c2)CC1	-2%	0%	1%	12%	-9%	6	-15%[57.1 µM]	5%	8%[57.1 µM]
Fc1ccc(-c2[nH]ncc2-c2nnnn2-c2ccccc2)c(F)c1	13%	0%	0%	-4%	-12%	6	-6%	20%	-7%
CCOC(=O)N1CCN(C(=O)c2ccc3c(=O)n(Cc4ccccc4)c(=S)[nH]c3c2)CC1	4%	-27%	-1%	-1%	-7%	4	-4%	27%	-7%
CCOc1ccc(Br)cc1S(=O)(=O)Nc1ccc(C(=O)OCC(=O)Nc2ccc(C#N)cc2)cc1	1%	42%[activator]	1%	2%	1%	-3	27%	19%[57 µM]	-1%
CC(=O)c1cccc(S(=O)(=O)Nc2cccc(S(=O)(=O)NC3=NCCC3)c2)c1	-3%	-17%	11%	-1%	-2%	0	8%	23%	-1%
Cc1ccccc1NC(=O)COC(=O)c1cc(S(=O)(=O)N2CCOCC2)ccc1C	-8%	4%	3%	7%	-26%	0	22%	35%	8%
COc1cc(/C=C/CO)ccc1O[C@@H]1O[C@H](CO)[C@@H](O)[C@H](O)[C@H]1O	-3%	-2%	-5%	0%	-23%	1	9%	29%	3%
Nc1cc(=O)[nH]c(SCC(=O)NNC(=O)Cc2ccccc2)n1	2%	3%	0%	-1%	-18%	-6	19%[57.1 µM]	35%	6%[57.1 µM]
CC(Oc1ccc(C(C)(C)C)cc1)c1ccnc2nc(/N=C/N(C)C)nn12 (configuration not stated)	i	-10%	4%	2%	-9%	4	-1%	21%	45%[activator]
CCOc1ccc(CCNC(=O)c2cnc3sc(N4CCOCC4)nn3c2=O)cc1	1%	0%	9%	-2%	14%	-1	-10%[57.1 µM]	10%	3%[57.1 µM]
CCCCNC(=O)CSc1nc2cc3c(cc2c(=O)n1Cc1ccc(C(=O)NCCc2ccc(OC)c(OC)c2)cc1)OCO3	-7%	2%	7%	9%	?	5	26%[57.1 µM]	31%	5%[57.1 µM]
Cc1nn(Cc2ccccc2)c(Cl)c1/C=C1\NC(=S)NC1=O	-1%	3%	13%	-8%	-14%	-9	-3%	12%	-5%
CCOc1ccc(N(C(=O)Cn2nnc3ccccc32)C(C(=O)NC(C)(C)CC)c2cccn2C)cc1 (configuration not stated)	4%	-3%	-5%	-2%	-17%	-3	-7%	21%	-3%
CCOC(=O)c1oc2nc3c(cc2c1N)CCCC3	2%	-8%	4%	3%	-22%	-1	24%[57.1 µM]	28%	40%
Clc1ccc2[nH]cc(-c3nnnn3-c3ccc4ccccc4c3)c2c1	-2%	19%	-7%	8%	-15%	3	34%[57.1 µM]	40%[activator]	14%[57.1 µM]

More compounds:
Molecule	PGK inhibitor	Pin1 inhibitor	GLS inhibitor	mIDH1 inhibitor	USP1-UAF1 inh	PI4K2A inh	TrxR1 inh	HP1b chromo inh	TrxR1 substrate
C=CCSc1nnc(N2C(=O)C(O)=C(C(=O)c3ccco3)C2c2ccccc2F)s1 (configuration not stated)	-2%	?	23%	25%	-13%	-13	50µM*	-19%	-14%
CN(C)CCn1c2c(c(SCC(=O)Nc3ccc4c(c3)OCCO4)nc1=O)CCC2	5%	-10%	2%	-2%	-11%	-3	14%	10%	3%
C[C@H]1CN([C@@H](C)CO)C(=O)c2cccc(NS(=O)(=O)c3ccc(F)cc3)c2O[C@H]1CN(C)Cc1ccc(Cl)c(Cl)c1	2%	62%[activator]	17%	-17%	-2%	-4	11%	19%	-3%
O=C(/C=C/c1ccccc1[N+](=O)[O-])NCCN1C(=O)S/C(=C\c2ccc(F)cc2)C1=O	1%	1%	84%[activator]	-1%	-21%	3	22%[57.1 µM]	30%	3%[57.1 µM]
COc1ccc(CCN2C(=O)C3C4CC(C5C(C(N)=O)=NOC45)C3C2=O)cc1OC (configuration not stated)	-20%	1%	-19%	7%	-18%	-6	9%[57.1 µM]	-19%	-5%[57.1 µM]
O=C(COc1cccc2c1CCN(Cc1ccccc1)C2=O)NCc1ccco1	-9%	-1%	7%	4%	-24%	-3	-12%	5%	-6%
c1ccc(CNc2cncnc2)cc1	-1%	-3%	12%	-6%	-11%	3	41%[2.29 µM]	41%[activator]	23%
NC(=S)Nc1ccc(S(=O)(=O)c2ccc(NC(N)=S)cc2)cc1	2%	-1%	-20%	2%	-19%	22	-1%[57.1 µM]	-13%	9%[57.1 µM]
Cc1ccc(N(CCC#N)C(=O)CSc2nnc3ccccn23)cc1	-2%	0%	-3%	3%	-5%	3	26%	29%	4%
CCOC(=O)NNS(=O)(=O)c1cc(Br)ccc1Br	i	5%	16%	4%	-22%	1	11%	8%	2%
Cc1ccc(Nc2nc(COC(=O)C3CC3)cs2)cc1	4%	27%	?	5%	-9%	4	10%[57.1 µM]	11%	8%[57.1 µM]
COc1ccccc1C1CC(c2ccc(Cl)cc2Cl)Nc2nc(N)nn21 (configuration not stated)	-1%	-1%	8%	-8%	-20%	-5	15%[57.1 µM]	24%	7%[57.1 µM]
COc1ccc(OC)c(-c2nc3c(C#N)c[nH]n3c2NC2CCCCC2)c1	7%	0%	?	0%	-7%	1	-4%	28%	-10%
O=C(c1c(F)cccc1F)N1CCCC(c2nc(-c3ccc(F)cc3)no2)C1 (configuration not stated)	-4%	2%	0%	3%	-5%	0	34%	30%	0%
N#CC1=CC2CN(Cc3ccccc3)C1C1C(=O)N(c3ccccc3)C(=O)C21 (configuration not stated)	0%	0%	-5%	-1%	-6%	6	-12%	61%[activator]	-4%
O=C(COc1coc(CN2CCc3ccccc3C2)cc1=O)Nc1ccccc1F	7%	-9%	17%	-2%	-1%	-1	0%	22%	-3%
O=C(NCc1ccccc1)C(c1ccc(Cl)cc1)N(C(=O)c1csnn1)C1CC1 (configuration not stated)	0%	12%	-3%	0%	-13%	-6	5%	35%	2%
N#Cc1ccc(CSc2ncccn2)cc1	-9%	1%	-5%	3%	-24%	8	19%	29%	3%
CCOC(=O)Cc1csc(N/N=C\c2cccc(Br)c2)n1	-6%	5%	20µM*	3%	-18%	-12	-3%[57.1 µM]	8%	11%[57.1 µM]
CC1(c2ccc(Cl)cc2Cl)NC(=O)N(CC(=O)Nc2cccnc2Cl)C1=O (configuration not stated)	-9%	0%	-5%	2%	-13%	2	-9%	18%	-9%
CCc1nnc(NS(=O)(=O)c2ccc(N/C=C(\C=O)c3nc4cc(Cl)ccc4o3)cc2)s1	-2%	?	0%	-1%	-22%	2	-10%	11%	-11%
